High-throughput results (PubChem BioAssay)
LDHA block: qHTS assay for inhibitors of human lactate dehydrogenase; L-lactate dehydrogenase A chain (Homo sapiens), P00338; purified LDHA, NADH/diaphorase-resazurin fluorescence; hits give low values; activity change, % (values are at about 110 or 230 µM); actives 0.15% (n = 480,000); AID 1347041, 2019; in the data active = activity change below about -30%; inconclusive = mostly about -25% to -30%;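 note: plate controls were DMSO wells for no effect and wells without enzyme for full effect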
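Human LDH5 (2 nM) was incubated with 0.06 mM NADH and 0.2 mM pyruvate for 5 min at room temperature in Tris pH 7.4. Remaining NADH was coupled through diaphorase/resazurin, and resorufin fluorescence was read at 0 and 20 min.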
ALOX12 inh: Primary qHTS assay for inhibitors of human arachidonate 12S-lipoxygenase (ALOX12): Round 2 | actives 1.1% (n = 580,000) | Potency, µM (top dose mostly 108 µM), for the others: at the top dose activity change, negative = inhibition, most hits filed as inhibitors | Polyunsaturated fatty acid lipoxygenase ALOX12 (Homo sapiens), P18054 | purified 12hLO, xylenol orange hydroperoxide absorbance; note: potency is the fitted concentration of half-maximal effect; % is set by controls: 0 for no effect and ±100 for the full control effect
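Purified human 12hLO (150 nM final) in 25 mM Hepes, 0.01% Triton X-100, pH 7.0 was preincubated 15 min at room temperature with compound. Then 40 uM arachidonic acid was added, 30 min. Hydroperoxide was read by Fe-XO absorbance ratio 573/405 nm.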
APE1 inh: qHTS Assay for Inhibitors of the Human Apurinic/apyrimidinic Endonuclease 1 (APE1). DNA repair nuclease/redox regulator APEX1 (Homo sapiens), P27695. recombinant APE1, TAMRA/BHQ-2 abasic DNA cleavage fluorescence. Potency, µM (highest dose often 65.8 µM), for the others: at the highest dose activity change, negative = inhibition, most hits filed as inhibitors. actives 0.35% (n = 350,000). AID 2517, 2012;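 note: potency is the fitted concentration of half-maximal effect; plate controls were vehicle for no effect and reference inhibitor for full effect; nearly all actives have a fitted effect of over 55% in size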
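Quantitative HTS: incision of a TAMRA/BHQ-2 double-stranded substrate bearing a tetrahydrofuran abasic site by 0.75 nM APE1 raises fluorescence. Substrate 50 nM final, added after 15 min compound preincubation at room temperature; progress as third-minus-first kinetic read difference.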
RGS4 inh: Inhibitors of Regulator of G Protein Signaling (RGS) 4: qHTS; Regulator of G-protein signaling 4 (Homo sapiens), P49798; Transcreener GDP fluorescence polarization, RGS4-accelerated GTP hydrolysis; Potency, µM (series often up to 114 µM), inactives show at the top dose activity change, negative = inhibition, usual class: inhibitors; actives 0.039% (n = 390,000); AID 504845, 2011; note: potency is the fitted concentration of half-maximal effect; % is set by controls: 0 for no effect and ±100 for the full control effect; nearly all actives have a fitted effect of over 75% in size; some results filed as inactive show a strong effect at the top dose
Target sequence (P49798 whole entry, looked up): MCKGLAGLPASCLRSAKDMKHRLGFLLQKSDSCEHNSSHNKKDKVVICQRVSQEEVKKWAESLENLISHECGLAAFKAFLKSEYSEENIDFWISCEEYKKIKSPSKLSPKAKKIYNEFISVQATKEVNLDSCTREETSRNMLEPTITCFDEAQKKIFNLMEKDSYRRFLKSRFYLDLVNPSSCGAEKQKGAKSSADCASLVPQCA
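MLSMR compounds (23 nl, pin-transferred) preincubated 10 min at room temperature with a 500nM (2x) first reagent, then RGS4 at 900nM (2x) plus Transcreener GDP mix added; fluorescence polarization (620/688 nm) read before and after 90 min at 30 °C.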
Pol kappa inh: qHTS for Inhibitors of Polymerase Kappa; DNA polymerase kappa (Homo sapiens), Q9UBT6; purified Pol kappa, fluorescent DNA synthesis assay, 10 min; Potency, µM (highest dose often 107 µM), inactives show at the top dose activity, negative = inhibition, usual class: inhibitors; actives 0.53% (n = 400,000); AID 588579, 2011; note: potency is the fitted concentration of half-maximal effect; % is set by controls: 0 for no effect and ±100 for the full control effect
Target sequence (Q9UBT6 whole entry, looked up): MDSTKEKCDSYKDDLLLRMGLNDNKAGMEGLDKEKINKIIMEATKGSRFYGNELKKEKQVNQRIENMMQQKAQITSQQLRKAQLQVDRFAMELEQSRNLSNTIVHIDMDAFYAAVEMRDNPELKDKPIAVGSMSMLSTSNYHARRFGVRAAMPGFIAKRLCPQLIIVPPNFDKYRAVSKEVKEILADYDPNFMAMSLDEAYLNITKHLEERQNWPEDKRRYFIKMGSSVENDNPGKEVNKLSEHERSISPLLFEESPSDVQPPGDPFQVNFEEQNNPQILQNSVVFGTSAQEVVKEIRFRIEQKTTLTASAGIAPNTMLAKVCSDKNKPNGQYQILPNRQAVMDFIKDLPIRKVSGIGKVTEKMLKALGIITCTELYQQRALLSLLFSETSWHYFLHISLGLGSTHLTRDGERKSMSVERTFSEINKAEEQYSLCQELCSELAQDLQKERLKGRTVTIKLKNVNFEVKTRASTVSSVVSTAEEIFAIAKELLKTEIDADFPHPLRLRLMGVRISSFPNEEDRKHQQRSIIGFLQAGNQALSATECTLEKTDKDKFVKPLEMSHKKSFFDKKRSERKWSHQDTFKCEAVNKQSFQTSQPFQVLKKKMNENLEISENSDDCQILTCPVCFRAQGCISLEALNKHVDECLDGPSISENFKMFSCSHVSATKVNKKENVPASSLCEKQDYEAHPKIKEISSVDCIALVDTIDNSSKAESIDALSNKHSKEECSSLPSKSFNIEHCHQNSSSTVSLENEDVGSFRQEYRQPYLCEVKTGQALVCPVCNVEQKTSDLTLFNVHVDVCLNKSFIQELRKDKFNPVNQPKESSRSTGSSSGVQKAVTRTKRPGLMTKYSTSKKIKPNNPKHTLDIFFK
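First, compounds were pin-transferred onto 10 nM Pol kappa. After 15 min at room temperature, substrate was added to 50 nM final. Fluorescence was then measured kinetically at 0 and 10 min.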
POLB inh: qHTS Assay for Inhibitors of DNA Polymerase Beta. Pol beta primer extension/strand displacement, fluorescence kinetic. Potency, µM (top dose mostly 114 µM), inactives show at the highest dose activity change, negative = inhibition, actives largely listed as inhibitors. actives 1.3% (n = 340,000). AID 485314, 2010; note: potency is the fitted concentration of half-maximal effect; % is set by controls: 0 for no effect and ±100 for the full control effect
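Pol beta (10 nM) was preincubated with compound for 15 min at room temperature. The reaction was then started with 50 nM substrate and read immediately and after a further 10 min at room temperature.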
Apoferritin bind: qHTS Assay for Identification of Novel General Anesthetics; apoferritin/1-aminoanthracene competitive binding, fluorescence; AID 485281, 2010; Potency, µM (titrated, usually from 77.5 µM), for the others: at the top dose activity change, negative = displacement, hits mostly inhibitors; Ferritin light chain (Equus caballus), P02791; actives 0.074% (n = 350,000); note: potency is the fitted concentration of half-maximal effect; % is set by controls: 0 for no effect and ±100 for the full control effect; nearly all actives have a fitted effect of over 20% in size
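Horse-spleen apoferritin (10 uM) was mixed with 50% saturated 1-aminoanthracene in PBS, exposed to compounds for 10 min at room temperature, and read for fluorescence (ex 380 nm, em 535 nm). Competitive displacement was fitted with a four-parameter Hill equation.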
ERG Ets-DNA blk: qHTS for Small Molecule Inhibitors of the ERG Ets/DNA interaction; Transcriptional regulator ERG (Homo sapiens), P11308; fluorescence polarization, His-ERG Ets domain / labelled DNA; Potency, µM (top dose mostly 76.9 µM), without a hit: at the top dose FP activity, negative = inhibition, actives largely listed as inhibitors; actives 0.028% (n = 370,000); AID 624246, 2012; active = well fitted inhibition curve with a large enough effect in the polarisation, with a control signal flat; inconclusive = small, poorly fitted or top-dose-only effect, or effect the other way, or a change in a side signal; inactive = no such curve, though single readings can be large or run the other way; the % refers to the polarisation;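 note: polarization taken with two DNA probes labelled with fluorescein and Texas red; potency is the fitted concentration of half-maximal effect; % of control where 0% means no effect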
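His-tagged ERG Ets domain (1 uM in the protein solution; 300mM KCl, 50mM Tris-HCl, 1mM EDTA, 1mM DTT, pH 7.5) received compound, then a probe mix of 5 nM fluorescein-DNA and 100nM Texas-615-DNA. Fluorescence polarization was read for both dyes.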
POLH inh: qHTS for Inhibitors of Polymerase Eta | recombinant Pol eta, fluorescent DNA replication assay | DNA polymerase eta (Homo sapiens), Q9Y253 | AID 588591, 2011 | actives 1.2% (n = 390,000) | Potency, µM (titrated, usually from 114 µM), inactives show at the highest dose activity change, negative = inhibition, hits mostly inhibitors; note: potency is the fitted concentration of half-maximal effect; % is set by controls: 0 for no effect and ±100 for the full control effect
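Fluorescent replication assay: 50 nM final substrate added after a 15 min room-temperature compound preincubation with 10 nM enzyme. Signal taken at 0 min and again at 10 min.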
* = called active by the depositor; & = joins results of further samples; [ ] = dose if it differs, or a comment. Unless noted, calls come from the whole dose curve; as a rule, active = well fitted curve in the direction sought with a large enough effect; inconclusive = small, poorly fitted or top-dose-only effect, or another doubt; inactive = no such curve, though single readings can be large; an effect the other way counts as inactive or inconclusive.

For Cc1nnc(SC(C)C(=O)Nc2ccc(S(=O)(=O)N3CCCCCC3)cc2)s1 (centres undefined) the results were LDHA block -2, ALOX12 inh -11%, APE1 inh -5%, RGS4 inh 8%, Pol kappa inh -26%, POLB inh 2%, Apoferritin bind inconclusive, ERG Ets-DNA blk 3% and POLH inh 2%.
`CCCCN(C)C(=O)C1CCC(CNS(=O)(=O)c2ccc3c(c2)CC(C)N3C(C)=O)CC1` (centres undefined) gave LDHA block -1&-12, ALOX12 inh 8%&-18%, APE1 inh 2%, RGS4 inh 6%[11.4 µM], Pol kappa inh 1%&-5%, POLB inh 14%&47%, Apoferritin bind -15%&-5%, ERG Ets-DNA blk -5%&-5% and POLH inh -5%&-10%.
C/C(Cn1cnc([N+](=O)[O-])n1)=N\NC(=O)c1ccc(O)cc1O was read as LDHA block 15, ALOX12 inh 1%, APE1 inh 19%, RGS4 inh -36%, Pol kappa inh -7%, POLB inh 8%, Apoferritin bind -2%, ERG Ets-DNA blk 9% and POLH inh -8%.
Screening COc1ccc(O)c(C2=Nc3ccccc3N=C(c3cccs3)C2)c1 returned LDHA block -4, ALOX12 inh 4%, APE1 inh 2%, RGS4 inh 21%, Pol kappa inh -21%, POLB inh -28%, Apoferritin bind 38%[activator], ERG Ets-DNA blk 2% and POLH inh -10%.
For COc1ccc(CNC(=O)COc2ccc([N+](=O)[O-])cc2)cc1 the results were LDHA block -1, ALOX12 inh 0%, APE1 inh 2%, RGS4 inh -5%, Pol kappa inh 6%, POLB inh 31%, Apoferritin bind -15%, ERG Ets-DNA blk 0% and POLH inh -13%.
COc1ccc(Cc2nnc(SCC(=O)c3ccc(OC)cc3)o2)cc1 was read as LDHA block -3, ALOX12 inh 4%, APE1 inh -2%, RGS4 inh -8%, Pol kappa inh -5%[60.1 µM], POLB inh 0%, Apoferritin bind -4% and POLH inh -14%.
COC(=O)COc1ccc2oc(=O)cc(-c3cc4ccccc4o3)c2c1 was read as LDHA block -3, ALOX12 inh 16%, APE1 inh -6%, RGS4 inh inconclusive, Pol kappa inh -10%, POLB inh 15%, Apoferritin bind -10%, ERG Ets-DNA blk -14% and POLH inh -20%.
`COc1cccc(C=NN2CCCCCC2)c1OC` gave LDHA block -4, ALOX12 inh inconclusive, RGS4 inh -4%, Pol kappa inh 0%, ERG Ets-DNA blk 4% and POLH inh -21%.
Screening CCc1nn2c(=O)cc(COC(=O)C3CCCCC3)nc2s1 returned LDHA block -3, ALOX12 inh -14%, RGS4 inh -6%, Pol kappa inh -2%, POLB inh 27%, Apoferritin bind inconclusive, ERG Ets-DNA blk -1% and POLH inh 2%.
CCC(=O)Nc1ccc(SC#N)cc1C was read as LDHA block -8, ALOX12 inh -19%, APE1 inh -1%, RGS4 inh -38%, Pol kappa inh 3%, POLB inh -1%, Apoferritin bind -5% and POLH inh -2%.
`Cc1cc(C(=O)O)cc(S(=O)(=O)Nc2c(C)nn(C)c2C)c1C` gave LDHA block 2, ALOX12 inh 10%, APE1 inh 10%, RGS4 inh -33%, Pol kappa inh -2%, ERG Ets-DNA blk 4% and POLH inh -10%.
`CC(=O)Nc1ncc(Cc2ccc(Cl)cc2Cl)s1` gave LDHA block -2, ALOX12 inh 3%, APE1 inh 2%, RGS4 inh -1%, Pol kappa inh 6%, POLB inh -16%, Apoferritin bind inconclusive, ERG Ets-DNA blk 3% and POLH inh -8%.
`COc1ccc([C@H]2CC(=O)C=C(c3ccc(-c4ccccc4)c(F)c3)C2)cc1` gave LDHA block 2, ALOX12 inh -2%, APE1 inh 42%, RGS4 inh 13%, Pol kappa inh 8%, ERG Ets-DNA blk 0% and POLH inh -10%.
Nn1c(COc2ccccc2F)nnc1SCC(=O)NC1CC1 was read as LDHA block -3, ALOX12 inh -23%, APE1 inh 16%, RGS4 inh -10%, Pol kappa inh -2%, ERG Ets-DNA blk -1% and POLH inh -6%.
`Cc1ccc(/C=N/NC(=O)Cc2c[nH]c3ccccc23)c(C)c1` gave LDHA block -6, ALOX12 inh -3%, APE1 inh 23%, RGS4 inh -36%, Pol kappa inh -2%, POLB inh 6%, Apoferritin bind -21%, ERG Ets-DNA blk 4% and POLH inh -17%.
For CC1CN(Cc2ccc(C#N)cc2Cl)CC(C)O1 (centres undefined) the results were LDHA block -2, ALOX12 inh inconclusive, APE1 inh -7%, RGS4 inh -4%, Pol kappa inh 8%, POLB inh 19%, Apoferritin bind -11%, ERG Ets-DNA blk 9% and POLH inh 3%.
`N#Cc1ccc(OCC(O)CS(=O)(=O)c2ccccc2)cc1` (centres undefined) gave LDHA block -2, ALOX12 inh 3%, APE1 inh 5%, RGS4 inh -12%, Pol kappa inh -5%, POLB inh 8%, Apoferritin bind -2%, ERG Ets-DNA blk -1% and POLH inh inconclusive.
For C=CCn1c(C)csc1=Nc1ccccc1C the results were LDHA block -3, ALOX12 inh -16%, APE1 inh 1%, RGS4 inh -34%, Pol kappa inh -12%, POLB inh -12%, Apoferritin bind inconclusive, ERG Ets-DNA blk -10% and POLH inh -10%.
`Cc1cccc(N2CCN(C(=O)C3CCN(S(=O)(=O)c4cnc[nH]4)CC3)CC2)c1C` gave LDHA block -4, ALOX12 inh 0%[57.4 µM], APE1 inh 6%, RGS4 inh 3%, Pol kappa inh 6%, POLB inh -8%, Apoferritin bind -11%, ERG Ets-DNA blk -7% and POLH inh -6%.
For Cc1nc(-c2ccc(Cl)cc2)sc1C1(C)CC(c2ccc(C#N)cc2)=NO1 (centres undefined) the results were LDHA block 1, ALOX12 inh 7%, APE1 inh -2%, RGS4 inh 8%, Pol kappa inh -3%, POLB inh -1%, Apoferritin bind -12%, ERG Ets-DNA blk 15% and POLH inh -3%.
Cc1onc(-c2ccccc2)c1C(=O)N=C(N)c1ccc(C(F)(F)F)cc1 was read as LDHA block -2, ALOX12 inh 13%, APE1 inh 4%, RGS4 inh 6%, Pol kappa inh -8%, POLB inh 10%, Apoferritin bind 4%, ERG Ets-DNA blk 5% and POLH inh -25%.
Screening Cc1cc2cc(C)c(NCCNC(=O)c3ccccc3Cl)nc2cc1C returned LDHA block -5, ALOX12 inh inconclusive, APE1 inh 0%, RGS4 inh 2%[11.4 µM], Pol kappa inh -3%[60.1 µM], POLB inh -21%, Apoferritin bind -19%, ERG Ets-DNA blk 2% and POLH inh 2%.
CCOc1ccccc1CNC(=O)c1cnc2c(-c3ccc(OCC)c(OCC)c3)c(C)nn2c1C was read as LDHA block -2, ALOX12 inh -18%, RGS4 inh -10%, Pol kappa inh -9%, POLB inh -7%, Apoferritin bind -6% and ERG Ets-DNA blk -5%.
CCS(=O)(=O)N1CCN(Cc2ccccc2OC)CC1 was read as LDHA block -31*, ALOX12 inh inconclusive, APE1 inh 2%, RGS4 inh 14%, Pol kappa inh -14%, POLB inh -4%, Apoferritin bind -2% and POLH inh -2%.
`Cc1nnc(SCC(=O)NC(C)(C)C)n1NCc1cccc(Br)c1` gave LDHA block -6, ALOX12 inh 21%, APE1 inh 39%[activator], RGS4 inh 18%, Pol kappa inh -9%, POLB inh 2%, Apoferritin bind inconclusive, ERG Ets-DNA blk 2% and POLH inh -1%.
Screening COc1ccc(C(=O)COC(=O)COc2ccc(C)c(C)c2)cc1 returned LDHA block -2, ALOX12 inh 13%, APE1 inh 23%, RGS4 inh 31%, Pol kappa inh -18%, POLB inh 4%, Apoferritin bind inconclusive, ERG Ets-DNA blk -15% and POLH inh -8%.
`CC1=NN(C(N)=S)C(=O)C1N=Nc1ccccc1O` (centres undefined) gave LDHA block 1, ALOX12 inh 0%, APE1 inh -13%, RGS4 inh 0%, Pol kappa inh -20%, POLB inh -1%, Apoferritin bind -9%, ERG Ets-DNA blk -7% and POLH inh 4%.
For CN(C)C(=O)c1ccc(NC(=O)c2sccc2-c2ccccc2)cc1 the results were LDHA block 0, ALOX12 inh 4%, APE1 inh 12%, RGS4 inh -12%, Pol kappa inh 3%, POLB inh -3%, Apoferritin bind -3%, ERG Ets-DNA blk -13% and POLH inh -9%.
O=C(O)CCc1ccc(-c2ccc(Br)cc2)n1NC(=O)c1ccc([N+](=O)[O-])cc1 was read as LDHA block -3, ALOX12 inh 6%, APE1 inh -7%, RGS4 inh -15%, Pol kappa inh -18%, POLB inh 1%, Apoferritin bind 0%, ERG Ets-DNA blk -6% and POLH inh -16%.

This is a subset; the hit share may differ from the screen's.
